Screens: PubChem BioAssay, several laboratories
MC4R ag barr: agonists of human melanocortin 4 receptor (MC4R) beta-arrestin | P32245 | U2OS MC4R beta-arrestin complementation, luminescence; percent of melanotan II response, DMSO zero | activation, % at 8.9 µM | 0.98% of 360,000 active | AID 540308;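 active = activation above a per-plate cutoff, the mean activation of sample wells on that plate plus 3 SD, cut at about 8% in these data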
aDG glyco act: alpha-DG glycosylation activation; Pro5-aDG cells, alpha-DG glycosylation AlphaScreen (IIH6); 0% Pro5, 100% B10-LARGE cell signal; activation, % at 10 µM; 0.22% of 360,000 active;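 active = activation of at least 8% versus controls, or a plate z-score of at least 8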;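 note: Pro5 are CHO cells carrying HIG-tagged alpha-DG that lacks glycosylation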
Granule exo inh: blocks lytic granule exocytosis. TALL-104 LAMP-1 surface exposure, flow cytometry; cells stimulated with thapsigargin and PMA. inhibition, % at 10 µM. 0.66% of 360,000 active;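 active = inhibition above about 55%, limit read from the data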
TLR9-MyD88 inh: inhibitors of human TLR9-MyD88 binding; Q9NR96+Q99836; CHO BLA complementation TLR9-MyD88, CCF4 FRET ratio; inhibition, % at 4.98 µM; 0.21% of 340,000 active; AID 504734;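 active = inhibition above the mean over all tested compounds plus 3 SD, cut at about 21% in these data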;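 note: 0% = DMSO only wells and 100% = clavulanate BLA inhibitor control wells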
NOD2-RIPK2 inh: blocks binding of human NOD2 to RIPK2; O43353; CHO BLA complementation NOD2-RIPK2, CCF4 ratio; inhibition, % at 4.98 µM; 0.38% of 360,000 active; in the data active = inhibition above about 21%;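 note: 0% = vehicle only and 100% = reference blocker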
MC4R antagonist: blocks human MC4R cAMP signaling | inhibition, % at 6.5 µM | MC4R-expressing cells, MTII-stimulated cAMP, LANCE TR-FRET | 0.48% of 360,000 active | P32245 | AID 540295;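 active = inhibition above its plate's cutoff, the mean of tested wells on that plate plus 3 SD, cut at about 29% in these data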;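 note: 0% = Melanotan II alone and 100% = Melanotan II plus saturating MCL0020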
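System – human MC4R-expressing U2OS cells · Also added – Melanotan II · Dosing – one concentration, 6.5 µM nominal · Timing – 30-min compound, 1-h challenge, 1-h detection, room temperature · Measured by – Eu-cAMP/anti-cAMP TR-FRET, emission 671 nm · Replicates – singlicate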
Glyco luc inh: blocks N-linked glycosylation in D54 reporter cells. D54 ERlucT glycosylation luciferase reporter, 24 h; percent of 100 nM tunicamycin response. reporter increase, % at 12.5 µM. 0.23% of 360,000 active. AID 588692;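 active = mean luciferase reporter signal, scaled so untreated is 0 and the glycosylation-blocking control 100, at or above a set limit in every replicate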;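 note: luciferase carries N-glycosylation sites so blocking glycosylation raises the light; 0% = median of neutral control wells and 100% = median of 100 nM tunicamycin wells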
ABCB6 inh MLPCN: human ABCB6 transporter inhibition; Q9NP58; K562-ABCB6 porphyrin accumulation, flow cytometry, 1 h; active compounds read low; fluorescence ratio to DMSO, % at 10 µM; 0.19% of 360,000 active; AID 602162;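 active = fluorescence ratio to DMSO below 75%, the collection mean minus 3 SD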;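 note: signal is porphyrin accumulated inside mitochondria; 100% equals median channel fluorescence of DMSO control wells; lower ratio means ABCB6 inhibition with less porphyrin fluorescence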
Target sequence (Q9NP58 whole entry, looked up): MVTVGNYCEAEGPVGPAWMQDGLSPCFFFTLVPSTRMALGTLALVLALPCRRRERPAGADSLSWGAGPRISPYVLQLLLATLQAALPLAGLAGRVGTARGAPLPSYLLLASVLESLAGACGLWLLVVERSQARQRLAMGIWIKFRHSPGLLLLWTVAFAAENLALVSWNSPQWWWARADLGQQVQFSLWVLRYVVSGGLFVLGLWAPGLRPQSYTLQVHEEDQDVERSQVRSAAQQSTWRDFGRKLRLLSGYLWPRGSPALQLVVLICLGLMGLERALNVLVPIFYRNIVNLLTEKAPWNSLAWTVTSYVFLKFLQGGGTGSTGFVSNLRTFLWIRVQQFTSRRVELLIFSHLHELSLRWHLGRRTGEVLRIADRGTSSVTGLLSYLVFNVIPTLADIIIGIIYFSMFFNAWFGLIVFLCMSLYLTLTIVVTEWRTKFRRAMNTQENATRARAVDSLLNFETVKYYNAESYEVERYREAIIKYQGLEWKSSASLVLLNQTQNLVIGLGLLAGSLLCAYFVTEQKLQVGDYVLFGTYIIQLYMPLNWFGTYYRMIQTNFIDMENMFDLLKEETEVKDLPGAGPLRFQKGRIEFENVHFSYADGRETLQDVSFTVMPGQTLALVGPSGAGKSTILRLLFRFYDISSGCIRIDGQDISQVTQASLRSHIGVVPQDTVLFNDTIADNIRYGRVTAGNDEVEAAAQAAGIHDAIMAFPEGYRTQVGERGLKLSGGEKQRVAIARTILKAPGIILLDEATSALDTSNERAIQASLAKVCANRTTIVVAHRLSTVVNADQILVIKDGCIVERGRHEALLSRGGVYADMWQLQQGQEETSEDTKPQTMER
ABHD5 PLIN5 PPI: blocks binding of human ABHD5 to perilipin-5; inhibition, % at 4 µM; Q00G26+Q8WTS1; 0.78% of 360,000 active; Split G. princeps luciferase complementation, luminescence, 4 h;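 active = inhibition above the mean inhibition across every tested compound plus 3 SD, cut at about 22% in these data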;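 note: 0% = DMSO only wells and the 100% control is not disclosed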
Vif imaging: inhibitors of HIV Vif; AID 602346; inhibition, % at 7.49 µM; 0.35% of 340,000 active; HEK293T cells, Vif self-association by quenched fluorescence, imaging, 24 h; in the data active = inhibition above about 50%, passing the limit was not always enough; note: some results filed as inactive read as strong as hits
The depositor's hits bear a star; / = no result given; & = joins results of further samples.

SMILES	MC4R ag barr	aDG glyco act	Granule exo inh	TLR9-MyD88 inh	NOD2-RIPK2 inh	MC4R antagonist	Glyco luc inh	ABCB6 inh MLPCN	ABHD5 PLIN5 PPI	Vif imaging
Cc1sc2nc(C3CC3)nc(N3CCN(C(=O)c4ccc(Cl)cc4)CC3)c2c1C	0.9	0.1	23	-14	-10	9	4	102	-8	-3
Cc1noc(C)c1CSc1nc2ccccc2c(=O)n1-c1ccc(Cl)cc1	-2.8	0.4	2	12	-10	14	13	100	-3	-3
Cc1ccc(S(=O)(=O)N(CC(=O)NC2CCCC2)c2cccc(C)c2)cc1	-2.5	0.7	2	7	-10	16	0	96	-6	-1
C#CCOCCOCCOCCNc1nc(N2CCN(C(=O)CCCCCCCCCCNC(=O)[C@@H](CCSC)n3cc(CCO)nn3)CC2)nc(N2CCN(C(=O)CCCCCCCCCCNC(=O)[C@H](CCC(=O)O)n3cc(CCCCCN)nn3)CC2)n1	-0.4	-0.1	2	-7	-1	4	2	97	41*	19
Cc1c(C(=O)N/N=C/c2ccc(N3CCOCC3)cc2)nc2ccccn12	-1.8	0.0	-5	8	-8	-7	2	98	5	1
COC(=O)C(CCSC)NC(=O)CNS(=O)(=O)c1ccc(F)cc1 (stereo unspecified)	1.0	0.2	2	3	2	12	1	107	5	-4
Cc1cc(C)c2c(n1)SCC(=O)N2CC(=O)Nc1ccc(F)cc1	-0.8	0.1	-2	-4	-13	12	-1	101	-11	-3
COc1ccc(S(=O)(=O)N2CCOCC2)cc1NC(=O)CN1CCCCCC1	-1.1	-0.1	-1	-2	-13	8	-3	93	-4	1
COc1cc(OC)c(NC(=O)CCNS(=O)(=O)c2cc(Br)cnc2N)cc1Cl	0.1	0.9	-1	-11	2	0	0	104	4	-9
CC(=O)Nc1cccc(NCC(=O)Nc2cc(S(=O)(=O)N3CCCCC3)ccc2Cl)c1	-0.7	0.1	-1	-7	-7	7	-3	95	-3	-10
Cc1cccc(S(=O)(=O)Nc2cc(Cl)ccc2N2CCOCC2)c1	0.6	-0.1	-4	0	-4	1	-5	101	-2	-12
C[C@@H]1O[C@H](C2CCCCC2)Cc2[nH][nH]c(=O)c21	/	-0.1	1	/	-4	/	/	128	17	/
COc1ccccc1NC(=O)c1ccc(NC(=O)CSc2nc(N)cc(=O)[nH]2)cc1	-0.1	0.2	2	-5	-9	-2	0	98	1	17
CCCCc1cc(=O)oc2cc(C)cc(OC(C)C(=O)O)c12 (stereo unspecified)	-2.8	-0.1	13	1	-12	-10	0	102	0	7
C=CCN(CC=C)C(=O)c1cccc(OC2CCN(S(=O)(=O)N(C)C)CC2)c1	-0.3	0.1	4	-5	-8	3	0	95	-8	-8
CCOCCCNC(=O)C1CCC(CNS(=O)(=O)c2ccc(Cl)cc2)CC1 (stereo unspecified)	0.2	0.0	-2	-2	4	5	-1	100	-6	/
CCN(CC)S(=O)(=O)c1ccc(N2CCCC2)c(NC(=O)c2ccc(N3CCCC3=O)cc2)c1	-1.8	0.7	6	1	7	-2	0	100	2	13
Cc1cc(C)c(C(=O)COC(=O)C2CCN(c3ccc(C(F)(F)F)cn3)CC2)cc1C	-2.9	0.3	-2	-3	2	5	2	103	-5	-2
Cc1cc(C(=O)OCC(=O)NCc2ccco2)c(C)n1-c1ccc(F)cc1	-2.3	0.0	2	-4	7	-24	21	92	-2	-7
Cc1nn(Cc2ccc(C(=O)N/N=C/c3ccncc3)o2)c(C)c1Cl	-1.4	0.0	-1	-1	-2	9	-1	101	-3	-3
O=C(c1cc2nc(-c3ccco3)cc(C(F)(F)F)n2n1)N1CCCCCC1	-0.4	0.7	0	6	5	3	1	104	-1	-10
COc1ccc(NC(C)=O)c([N+](=O)[O-])c1[N+](=O)[O-]	-2.6	0.8	-2	-4	-1	13	-1	96	6	-1
COc1ccc(C2=NN(C(N)=S)C(c3ccccc3)C2)cc1 (stereo unspecified)	0.0	1.0	3	-4	4	14	-1	106	3	-16
CC(C)NC(=O)C(=O)NNC(=O)CCc1ccccc1	-2.1	-0.4	-16	-1	-7	-2	1	100	-8	42
COc1ccc(C)cc1S(=O)(=O)N(CC(=O)O)c1ccc(C)cc1	3.2	0.6	5	6	10	-6	-1	94	14	5
CCOc1ccc(-c2nc(-c3cccnc3)no2)cc1	1.9	0.4	0	2	-2	0	-9	88	0	2
CCOc1ccc(-c2cc(CCCC(=O)NCCC(C)C)no2)cc1	5.3	0.8	2	4	-2	21	0	102	-7	-6
CCOC(=O)c1nn(C)c(=S)n(C)c1=O	0.1	0.0	-4	-1	-14	-6	0	104	9	12
N#Cc1ccc(C(=O)N(Cc2ccco2)c2c(N)n(Cc3ccccc3)c(=O)[nH]c2=O)cc1	-0.2	-0.1	2	2	5	0	-1	94	8	15
COc1ccc(CCN2C(=O)CSC2=Nc2ccc(C)cc2C)cc1OC	1.2	0.1	-2	-1	-8	-7	0	97	2	-10
Cc1nn(C(C)c2nc(-c3ccccc3)no2)c(C)c1[N+](=O)[O-] (stereo unspecified)	3.0	0.0	-5	3	-5	5	-1	96	3	-8
CCN(CC)S(=O)(=O)c1ccc(N(C)Cc2cccnc2)nc1	-0.4	0.1	-5	-5	-2	1	1	100	5	9
CCOC(=O)C1(C)CCN1C(=O)c1ccc(C(F)(F)F)cc1 (stereo unspecified)	-0.9	0.2	-8	/	-20	0	0	92	1	-2
CC(=O)Nc1ccc(Oc2nc(-c3ccccn3)nc3ccccc23)cc1	-3.0	0.6	2	7	-10	3	0	106	5	-7
COc1ccc(NC(=O)CN(C)C(=O)c2csc3c2CCCC3)cc1	-1.6	-0.1	-20	0	-4	11	1	106	-3	0
COCCCNC(=O)C1CCCN(S(C)(=O)=O)C1 (stereo unspecified)	-0.8	-0.1	-2	-6	0	-4	-1	104	5	-1
CS(=O)(=O)NCCOc1ccc(S(=O)(=O)NCCOc2ccccc2)cc1	-1.9	0.1	-4	0	5	-11	0	98	3	-2
CC1CCCCC1NC(=O)CO/N=C/c1ccccc1OC(F)F (stereo unspecified)	-0.8	-0.1	-1	2	-2	3	-1	100	-5	91*
O=C(O)c1cccc(-n2cc(-c3cccc(C(F)(F)F)c3)cn2)c1	-1.2	0.0	-7	4	8	7	-3	99	-9	8
CC(=O)O[C@]1(C(C)=O)CC[C@H]2[C@@H]3C=C(C)C4=CC(=O)CC[C@]4(C)[C@H]3CC[C@@]21C	-1.1	-0.1	-2	-5	2	0	0	96	1	-1&-4
CC1(C)CC(=O)c2c(oc3ccc(NS(=O)(=O)c4ccc(C(=O)O)cc4)cc23)C1	-0.6	0.1	-1	1	-10	7	1	92	1	4
CCOC(=O)c1c(NC(=O)CSc2nnc(-c3ccc(C)cc3)o2)sc(C(C)=O)c1C	-0.9	0.9	1	-2	-3	-6	0	105	9	-1
Cc1sc2nc(SCC(=O)N(C)Cc3ccccc3)n(-c3ccccc3)c(=O)c2c1C	-3.0	0.5	8	1	-8	12	-3	94	-4	-5
N=C(c1ccc([N+](=O)[O-])cc1)N1CCCCCC1	-1.4	0.3	1	-8	-5	10	8	103	1	0
CC(O)(c1ccccc1)c1nc(-c2ccccc2)cs1 (stereo unspecified)	2.5	-0.1	-4	/	-4	2	0	94	1	-2
Cc1nn(CC(=O)NCCN2CCCCCC2)c(=O)c2nn(-c3ccccc3)c(C)c12	-1.8	0.0	-4	-5	-3	-3	3	86	-10	5
CC1CN/C(=C\C(=O)c2ccc(Br)cc2)C(=O)N1 (stereo unspecified)	-1.9	0.1	-2	1	-10	7	-19	100	1	8
O=S(=O)(c1ccc(NC2CCCc3ccccc32)nc1)N1CCOCC1 (stereo unspecified)	3.4	0.5	32	-23	-7	1	-2	89	7	10
CC(C)(C)C1CCC(C(=O)NCC(c2cccs2)N2CCOCC2)CC1 (stereo unspecified)	-0.9	-0.1	1	1	2	3	-3	98	3	-6
O=C(NCC1CCCO1)c1nn2cccnc2c1Cl (stereo unspecified)	-0.4	-0.1	-4	6	6	1	0	94	-1	-1
COc1ccc(/C=C2/SC(=S)N(c3ccc(S(=O)(=O)Nc4nccs4)cc3)C2=O)cc1	0.4	0.2	-6	-2	-10	21	2	101	-15	-2
Cc1ccc2cc(C3C(C#N)=C(N)Oc4c3ccc3cccnc43)c(=O)[nH]c2c1 (stereo unspecified)	-1.1	0.1	0	5	-1	-1	1	100	8	3
CC1(C)CC(=O)C2=C(C1)Nc1ccccc1NC2c1ccc(F)c(F)c1 (stereo unspecified)	0.6	0.0	0	-1	4	6	1	101	2	6
N/C(=N\OC(=O)c1ccccc1)C(Cc1ccccc1)C(=O)NOC(=O)c1ccccc1 (stereo unspecified)	0.5	-0.1	22	4	11	-1	11	105	-1	-11
COc1ccc(-c2noc3c2-c2nc(-c4cccc(C)c4)sc2CC3)cc1	0.5	0.0	10	-14	-12	1	-2	103	-5	2
O=C1NC(=S)SC1=Cc1ccc(F)cc1	-2.8	0.2	35	5	-7	13	0	98	10	-6
CCCC[n+]1ccn(C2=C([O-])c3ccccc3C(=O)/C2=N\S(=O)(=O)c2ccc(Br)cc2)c1	0.4	11*	18	-12	-1	-5	-8	99	3	0
CCn1cc(CN2CCN(CCc3ccccc3)C(CCO)C2)c(C)n1 (stereo unspecified)	-0.7	-0.1	10	4	-3	6	1	97	-9	-3
Cc1ccc(C)c(S(=O)(=O)N2CCN(C(=O)CN3C(=O)C4CC=CCC4C3=O)CC2)c1 (stereo unspecified)	-0.6	0.3	-4	-11	2	3	-2	99	-4	4
Cc1c(NC(=O)Nc2cc(F)c(F)cc2Cl)c(=O)n(-c2ccccc2)n1C	-0.8	0.0	-5	/	-16	-4	-1	95	-1	-6

Remaining list, next part
SMILES	MC4R ag barr	aDG glyco act	Granule exo inh	TLR9-MyD88 inh	NOD2-RIPK2 inh	MC4R antagonist	Glyco luc inh	ABCB6 inh MLPCN	ABHD5 PLIN5 PPI	Vif imaging
COc1ccc(CNC(=O)C(C)Sc2nc3ccccc3c(=O)n2CC2CCCO2)cc1 (stereo unspecified)	0.7	0.1	11	5	2	7	2	91	-2	1
O=C(c1ccccc1-c1nc(-c2ccccc2Cl)no1)N1CCOCC1	-1.2	0.1	2	-2	2	-5	1	100	-1	-2
Cc1cc(Nc2ccc(F)cc2Cl)n2nc(C)nc2n1	-0.2	-0.1	0	-2	-12	8	2	102	-7	-12
COC(=O)C1=NN(N=O)C2(CC(=O)N(c3cc(C)cc(C)c3)C2=O)C1 (stereo unspecified)	-0.8	-0.1	-4	4	4	10	3	103	-4	6

Reformatted: 3 of the compounds above.
Value order – MC4R ag barr	aDG glyco act	Granule exo inh	TLR9-MyD88 inh	NOD2-RIPK2 inh	MC4R antagonist	Glyco luc inh	ABCB6 inh MLPCN	ABHD5 PLIN5 PPI	Vif imaging
CS(=O)(=O)NCCOc1ccc(S(=O)(=O)NCCOc2ccccc2)cc1
  -1.9	0.1	-4	0	5	-11	0	98	3	-2
CC1CCCCC1NC(=O)CO/N=C/c1ccccc1OC(F)F (stereo unspecified)
  -0.8	-0.1	-1	2	-2	3	-1	100	-5	91*
O=C(O)c1cccc(-n2cc(-c3cccc(C(F)(F)F)c3)cn2)c1
  -1.2	0.0	-7	4	8	7	-3	99	-9	8

This is a subset; rates above refer to the full screens.
